# FadD28 binding: inhibitors of FadD28 bisubstrate probe binding, primary screen, biochemical, fluorescence polarization, single point | 360,000 tested, 0.22% active | inhibition, % at 12.5 µM; in the data active = inhibition above about 8.5%, passing the limit was not always enough; inconclusive = no clear call, values can overlap the other calls
# PrPC surface inh: inhibitors of human cell surface prion protein PrPC, primary screen, cell-based, TR-FRET | 370,000 tested, 0.43% active | Major prion protein (Homo sapiens), P04156 | AID 720596, 2013 | TR-FRET read-out | inhibition, % at 13.8 µM; in the data active = inhibition above about 24%; also: 0% = median of the test wells and 100% = reference compound wells
# UGM FP inh: M. tuberculosis UGM enzyme inhibitors, primary screen, biochemical, fluorescence polarization, single point; UDP-galactopyranose mutase (Mycobacterium tuberculosis (strain ATCC 25618 / H37Rv)), …; purified UGM, fluorescence polarization probe displacement; inhibition, % at 10 µM; 320,000 tested, 0.06% active; AID 504406, 2011; in the data active = inhibition above about 10%, passing the limit was not always enough; inconclusive = no clear call, values can overlap the other calls
# Target sequence (P9WIQ1 whole entry, looked up): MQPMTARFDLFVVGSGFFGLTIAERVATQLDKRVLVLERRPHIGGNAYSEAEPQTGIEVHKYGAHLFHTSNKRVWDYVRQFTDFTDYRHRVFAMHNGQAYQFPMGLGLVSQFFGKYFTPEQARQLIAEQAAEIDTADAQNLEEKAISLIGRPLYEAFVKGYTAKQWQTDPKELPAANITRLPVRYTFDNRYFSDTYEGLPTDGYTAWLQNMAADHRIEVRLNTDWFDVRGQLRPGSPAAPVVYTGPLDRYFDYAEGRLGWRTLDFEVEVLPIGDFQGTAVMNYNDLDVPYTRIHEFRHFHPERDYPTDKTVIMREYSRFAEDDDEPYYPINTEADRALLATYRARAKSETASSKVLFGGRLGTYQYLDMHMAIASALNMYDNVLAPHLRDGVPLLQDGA
# Mtb BioA inh: M. tuberculosis BioA enzyme inhibitors, primary screen, biochemical, plate reader, single point, HTS; 7,8-diaminopelargonic acid synthase BioA (Mycobacterium tuberculosis); purified M. tuberculosis BioA enzyme; inhibition, % at 9.99 µM; 360,000 tested, 0.096% active; AID 602481, 2012; in the data active = inhibition above about 40%; inconclusive = no clear call, values can overlap the other calls
# GDH-TPI counter: GDH-TPI coupling enzyme inhibitors, primary screen, artefact control for M. tuberculosis FBA inhibitor project, biochemical, absorbance, full deck | GDH-TPI coupled enzyme counterscreen, NADH absorbance | inhibition, % at 4.8 µM | 360,000 tested, 1.2% active | AID 588335, 2011; in the data active = inhibition above about 30%;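 also: 0% = DMSO wells and 100% = wells lacking the enzyme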
# MazEF act: activators of E. coli MazEF toxin-antitoxin RNase, primary screen, biochemical, fluorescence, uHTS. FAM/BHQ RNA-DNA oligo cleavage fluorescence, 5 h. activation, % at 20 µM. 350,000 tested, 0.32% active; in the data active = activation above about 50%
# Target sequence (P0AE70 whole entry, looked up): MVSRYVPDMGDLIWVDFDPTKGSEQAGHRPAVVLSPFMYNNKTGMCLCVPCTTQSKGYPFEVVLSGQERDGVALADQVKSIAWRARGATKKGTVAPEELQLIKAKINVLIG
# BoNT-F LC inh: BoNT/F light chain protease inhibitors, primary screen, biochemical, flow cytometry, MLPCN library | Botulinum neurotoxin type F light chain protease (Clostridium botulinum) | Multiplex microsphere protease cleavage assay | inhibition, % at 10 µM | 360,000 tested, 0.22% active; in the data active = inhibition above about 35%, passing the limit was not always enough; inconclusive = no clear call, values can overlap the other calls; also: plate controls were buffer without enzyme for full effect and enzyme alone for no effect
# Rv3671c protease: Rv3671c serine protease inhibitors, primary screen, biochemical, fluorescence polarization, M. tuberculosis H37Rv; inhibition, % at 5.96 µM; 320,000 tested, 0.048% active; in the data active = inhibition above about 38%;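 also: extracellular domain of Rv3671c used as enzyme; 0% = enzyme with DMSO and 100% = no enzyme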
# FBA Mtb inh: Mtb FBA enzyme inhibitors, primary screen, biochemical, fluorescence, strain H37Rv | Fructose-bisphosphate aldolase (Mycobacterium tuberculosis (strain ATCC 25618 / H37Rv)), … | purified M. tuberculosis FBA, fluorescence read-out | inhibition, % at 1 µM | 360,000 tested, 2.3% active | AID 588726, 2011; in the data active = inhibition above about 27%;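 also: 0% = vehicle and 100% = reference inhibitor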
# Target sequence (P9WQA3 whole entry, looked up): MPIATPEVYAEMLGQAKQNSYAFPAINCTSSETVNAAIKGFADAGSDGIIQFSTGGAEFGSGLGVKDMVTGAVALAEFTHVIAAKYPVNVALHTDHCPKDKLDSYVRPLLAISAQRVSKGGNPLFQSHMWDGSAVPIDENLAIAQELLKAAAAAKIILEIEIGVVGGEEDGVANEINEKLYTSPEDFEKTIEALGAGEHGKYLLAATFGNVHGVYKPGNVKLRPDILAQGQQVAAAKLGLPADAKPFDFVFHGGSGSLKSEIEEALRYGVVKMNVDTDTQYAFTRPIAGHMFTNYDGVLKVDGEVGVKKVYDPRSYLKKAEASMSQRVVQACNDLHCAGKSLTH
# Active calls of the source: *; ? = inconclusive; . = not tested or not shown.
# Every second line gives: FadD28 binding, PrPC surface inh, UGM FP inh, Mtb BioA inh, GDH-TPI counter, MazEF act, BoNT-F LC inh, Rv3671c protease, FBA Mtb inh
O=C1CSC(=Nc2cccc(C(=O)O)c2)N1
  -1.6, -1, 0.1, -0.9, -7, 7, ?, 7, 2
CN(CC(=O)Nc1ccccc1Cl)C(=O)C1CCN(C(=O)c2ccc(F)cc2)CC1
  0.6, -4, -0.5, 0.6, -5, 10, -5, -7, -1
CC(C)CC(NC(=O)OC(C)(C)C)C(=O)NC(C(=O)N1CCCC1C(N)=O)C(C)C (stereo not given)
  -1.2, -4, 2.1, 2.7, 6, 6, -1, 3, 1
CCOc1ccc(C2=Nn3c(nnc3-c3cccnc3)SC2)cc1
  -2.0, -3, -6.1, 0.1, 18, 6, -3, -15, -1
CN(NC1OC(=O)c2ccccc21)c1ccccc1[N+](=O)[O-] (stereo not given)
  -3.9, -8, -1.0, -1.2, 17, 8, -10, 8, -5
COc1ccc(NC(=O)Cn2c(=O)n(-c3ccccc3)c(=O)c3oc4ccccc4c32)c(OC)c1
  -0.5, -3, 0.2, -0.4, 2, -22, -5, -1, 1
CC1CCN(S(=O)(=O)c2ccc3c(c2)N(CC(=O)NCc2cccnc2)C(=O)CS3)CC1
  -4.4, -13, 1.1, ., -4, -1, -3, -3, 1
CCn1nc(NC(=O)COC)c2cc3cccc(C)c3nc21
  -0.8, -8, 2.6, 0.6, 1, -2, -8, -10, 17
COc1ccc(N2CCN(C(=O)COC(=O)c3nc(Cl)ccc3Cl)CC2)cc1
  -0.7, 5, ., 0.1, -5, 5, -3, ., 0
CN(C(=O)c1cccc(NC(=O)Cc2cccc(NC(=O)C3CCN(C(=O)C4CCC4)CC3)c2)c1)C1CCC1
  -1.4, -1, ., -1.6, 3, -4, -4, ., -2
COc1cccc(C2/C(=C(\O)c3ccc4c(c3)OCCO4)C(=O)C(=O)N2CCCn2ccnc2)c1 (stereo not given)
  -0.8, 7, -0.7, 1.1, 19, 3, 0, 7, -4
Cc1ccc(S(=O)(=O)N2CCN(C(=O)CSc3nc(N)cc(=O)[nH]3)CC2)c(C)c1
  -3.2, 10, -2.0, 1.6, 4, 4, 2, -13, 0
CCN(CC)CCN(C(=O)c1ccc2c(c1)OCCO2)c1nc2c(Cl)cccc2s1
  -3.9, -7, 1.1, -0.7, -1, 0, -12, -5, -2
Cc1cccc(COCC(CC(C)C)N2CCN(C(=O)c3ccc(C(F)(F)F)cc3)CCC2=O)c1 (stereo not given)
  -3.9, -2, 0.5, 2.2, -7, 11, 2, 1, 0
COc1ccc(CCNC(=O)CSc2nnc(CNC(=O)c3ccccc3F)o2)cc1OC
  -2.9, 1, -0.7, 0.4, -2, -4, -10, 3, -9
O=C(Nc1cccnc1)c1ccc(CSc2ccccc2)cc1
  -0.5, 11, -0.7, ., 3, -6, -5, -15, -3
CCCNC(=O)CSc1nc(-c2cccs2)cc(C(F)(F)F)n1
  -2.0, -5, -0.2, -0.4, 27, 5, 7, -5, 0
CCOC(=O)N1CCN(C(=O)c2cnn3c(C)c(Cc4ccc(C)cc4)c(C)nc23)CC1
  0.4, ., -2.2, ., 5, -7, 1, -2, 34*
CCn1c(O)c2ccc(C(=O)N=NC(=O)c3cccnc3)cc2c1O
  1.0, -4, ., ., 2, 5, 4, 5, 0
Cc1c(C(=O)Nc2cccc([N+](=O)[O-])c2)cnn1-c1ccccc1
  -3.5, -9, -2.7, 15, 7, -24, 13, 4, 1
O=C(O)Cn1nnc(COc2ccccc2)n1
  1.1, 3, -1.4, -2.3, -4, 11, -9, 4, -3
O=c1oc(-c2ccccc2F)nc2c1cnn2-c1ccccc1
  -4.6, -5, -2.8, -0.5, 6, -5, -9, -6, -4
COc1ccccc1NC(=O)c1cc[n+]([O-])cc1
  -0.5, 4, -1.8, -2.9, 14, -14, -5, -4, -1
Fc1cccc(CN2CCN(c3ccc(Cl)cc3)CC2)c1
  -0.1, 4, -0.8, 0.5, 5, -6, 14, -7, 4
COc1ccc(-c2cc(=O)[nH]c(=S)[nH]2)cc1
  -0.5, -3, 0.9, 0.6, 4, 3, 9, 2, 0
CCCCn1nc(C(=O)N2CCc3ccccc32)c2ccccc2c1=O
  -2.4, -2, 1.3, 3.3, -7, 8, -2, 1, -3
CCOC(=O)c1cccc(NC(=O)/C(=C\c2ccccc2)NC(=O)c2ccccc2Cl)c1
  -0.4, -4, 0.8, ., 8, 2, -1, 0, 1
O=C(Nc1ccnn1C1CCN(C(=O)c2cccnc2)CC1)c1cccc(F)c1
  -2.6, -2, ., -1.1, 4, 8, 0, ., 0
CCCN1C2CCCC1CC(NC(=S)Nc1cccc(C)c1)C2 (stereo not given)
  -1.6, -1, -0.2, -1.5, -2, 9, -2, -2, 5
CCc1nc2ccc(C(=O)N3CCN(c4cccc(C)c4C)CC3)cc2nc1CC
  -0.3, -3, -0.1, -1.4, 14, 6, -2, 1, 6
CCOC(=O)c1nn(-c2ccc(F)cc2)c2nc(Nc3ccccc3)cc(=O)n12
  -1.5, 3, 0.6, ., 17, -10, 12, -7, 6
COc1cccc(CN2CCN(C(=O)c3cccc4ccccc34)CC2)c1OC
  -1.5, -7, -1.0, 0.5, 1, 4, -13, -3, 0
O=C(CC1N=C2c3ccccc3N=C(SCc3ccccc3Cl)N2C1=O)NCc1ccco1 (stereo not given)
  -1.2, 6, 1.1, 4.5, 7, -5, 9, -5, 5
CC(C)Oc1ccc(OCCSc2nc3ccccc3n2CC(=O)O)cc1
  0.2, -3, 1.7, -1.0, 1, 5, ?, 0, -1
CC(=NCC1CCNCC1)C1=C(O)CC(C)(C)CC1=O
  -2.7, 7, 2.7, -0.4, -1, 5, -9, 6, 2
CCOc1ccccc1NC(=O)COC(=O)Cc1cccs1
  0.0, -4, 0.7, 5.5, 9, 6, 0, -1, 0
CN1CCN(c2ccc(S(=O)(=O)N3CCCCC3)cc2NC(=O)COc2ccc(F)cc2)CC1
  -5.4, -5, 2.4, 1.8, -2, 6, ., -12, 0
Cc1nc(N2CCN(c3ccccn3)CC2)c2c(C)c(C(=O)Nc3ccc(F)c(Cl)c3)sc2n1
  -0.2, 0, -1.2, -1.2, 6, -20, 1, 11, 1
CCOC(=O)C1=C(C)N(CCO)C(=O)NC1c1cccc(O)c1 (stereo not given)
  0.5, 2, -0.7, -1.9, 6, -2, ?, 3, 3
Cc1onc(-c2ccccc2)c1C(=O)NC(C)CCc1ccccc1 (stereo not given)
  -2.0, 2, 2.6, -2.0, -5, -3, 1, -7, -1

# Looked up by structure from the list above (6):
# Every second line gives: FadD28 binding, PrPC surface inh, UGM FP inh, Mtb BioA inh, GDH-TPI counter, MazEF act, BoNT-F LC inh, Rv3671c protease, FBA Mtb inh
CC(=NCC1CCNCC1)C1=C(O)CC(C)(C)CC1=O
  -2.7, 7, 2.7, -0.4, -1, 5, -9, 6, 2
CN1CCN(c2ccc(S(=O)(=O)N3CCCCC3)cc2NC(=O)COc2ccc(F)cc2)CC1
  -5.4, -5, 2.4, 1.8, -2, 6, ., -12, 0
CCOc1ccccc1NC(=O)COC(=O)Cc1cccs1
  0.0, -4, 0.7, 5.5, 9, 6, 0, -1, 0
CC(C)Oc1ccc(OCCSc2nc3ccccc3n2CC(=O)O)cc1
  0.2, -3, 1.7, -1.0, 1, 5, ?, 0, -1
O=C(Nc1ccnn1C1CCN(C(=O)c2cccnc2)CC1)c1cccc(F)c1
  -2.6, -2, ., -1.1, 4, 8, 0, ., 0
O=c1oc(-c2ccccc2F)nc2c1cnn2-c1ccccc1
  -4.6, -5, -2.8, -0.5, 6, -5, -9, -6, -4

# New compounds follow:
# Every second line gives: FadD28 binding, PrPC surface inh, UGM FP inh, Mtb BioA inh, GDH-TPI counter, MazEF act, BoNT-F LC inh, Rv3671c protease, FBA Mtb inh
Cc1cccnc1NC(=S)NCCc1ccccc1
  -3.2, 4, 0.5, ., -4, 6, -14, -12, 2
CCC(Sc1nc2sc(C(=O)OC)c(C)c2c(=O)n1N)C(=O)N(CC)CC (stereo not given)
  0.4, -4, 4.0, -0.5, 6, 0, 1, -5, -1
COc1ccc(NC(=O)CN(C)CCOc2ccc(Cl)cc2)cc1OC
  1.0, -3, 3.0, 3.1, 4, -1, -10, -5, -2
O=C1NC(=S)NC(=O)C12C(c1ccccc1)NC(=S)NC2c1ccccc1 (stereo not given)
  -4.5, -1, 1.9, 0.0, 4, 4, -2, -7, -3
COc1cccc(OCCOc2ccccc2[N+](=O)[O-])c1
  -3.6, 6, -0.5, ., 12, -4, 0, 8, 4
COc1ccc(NC(=O)CN(C)S(=O)(=O)c2ccccc2)cc1
  -3.4, 9, 2.7, 0.3, -2, 14, 0, 0, 1
COc1ccc(/C=C/c2n[nH]c(=O)c(C#N)c2C)cc1
  -0.9, -25, 0.5, -3.3, 13, 12, 2, 4, -2
OCc1cn(-c2ccccc2)nc1-c1ccco1
  0.4, -9, 2.2, -0.2, 0, 5, -9, -5, 7
CC(C)(C)NC(=O)C(c1ccncc1)N(C(=O)Cn1nnc(-c2cccs2)n1)C1CCCCC1 (stereo not given)
  -3.3, 0, -0.5, 1.2, 0, 9, -8, -11, -11
COc1ccccc1CCNC(=O)c1cccc(NC(=O)CC2SC(N3CCCCC3)=NC2=O)c1 (stereo not given)
  -3.4, -5, ., -4.0, -1, 5, 0, ., -1
CCC(Sc1nc2ccccc2s1)C(=O)Nc1cc(C)on1 (stereo not given)
  -7.2, 1, -0.6, -0.2, -5, -4, ?, -14, 5
Cc1ccc(/C=N/Nc2ncc(Cl)cc2Cl)s1
  -1.1, -3, -0.2, ., 13, -1, -21, -5, -4
O=C1CN(C(=O)COC(=O)CCSc2ccccc2Cl)c2ccccc2N1
  -2.5, -6, -0.2, 0.5, -14, -1, -6, -4, 2
COc1cccc(/C=C2/SC(=S)N(CC(=O)NC3C=CS(=O)(=O)C3)C2=O)c1 (stereo not given)
  -3.7, 2, 0.1, -0.9, 13, 6, 3, -4, -2
O=C(c1ccc(N2CCN(C(=O)c3ccc(F)c(F)c3)CC2)cc1)c1cccc(F)c1
  -1.6, 2, 1.4, 0.9, 32*, 2, 1, 0, -1
CCCCNC(=O)C1(C)CCN1C(=O)c1oc2ccccc2c1C (stereo not given)
  -0.6, 8, ., -2.1, 10, ., -6, ., 4
COc1ccc(CCNC(=O)CC(NC(=O)c2ccccc2Cl)c2ccccc2)cc1 (stereo not given)
  -1.6, 0, -3.3, -0.3, -4, 9, -2, -2, 2
CCCCn1nc2cc(C(=O)NCCc3cccs3)ccc2c1OCC
  -3.1, 3, -0.6, 0.5, 0, -1, -10, 4, 62*
COc1ccc2c(c1)CCc1c(C(=O)N3CCc4ccccc4C3)noc1-2
  -2.9, -2, 2.7, ., -2, -15, -6, -16, -2
CN(C(=O)COC(=O)c1cn(-c2ccccc2)nc1-c1ccccc1)C1CCS(=O)(=O)C1 (stereo not given)
  -1.4, 0, -1.1, -0.3, 20, 9, -5, -1, -3
O=C(C1CCCCC1)N1C[C@@H](O)[C@H](n2cc(C3CC3)nn2)C[C@@H]1c1ccccc1
  -2.5, -14, ., 0.7, 1, 12, -6, ., 3
CC(C)CN(C(=O)CCc1ccccc1)c1c(N)n(CC(C)C)c(=O)[nH]c1=O
  -1.2, -1, -4.8, ., 2, -10, -5, 1, 2
S=c1[nH]nc(Cc2n[nH]c(=S)n2-c2ccccc2)n1-c1ccccc1
  -3.6, -13, 0.6, 0.9, -8, 0, 5, 4, 0
N#CC(C#N)=C(Nc1ccc(F)cc1)SCc1cccc(Br)c1
  0.8, 32*, 1.5, -0.3, 19, 4, -6, 0, -5
CC(NC(=S)Nc1ccc(Cl)cc1Cl)C(c1cccs1)N1CCCC1 (stereo not given)
  -0.8, 13, 2.6, ., 2, 4, -2, -3, 6
O=C(O)c1cc([N+](=O)[O-])c(NCCC2=CCCCC2)c([N+](=O)[O-])c1
  -2.4, -5, -0.5, ., -3, -3, -4, -4, -11
